Bioassay records from PubChem BioAssay.
aDG glyco act – increases alpha dystroglycan glycosylation; Pro5-aDG cells, alpha-DG glycosylation AlphaScreen (IIH6); 0% Pro5, 100% B10-LARGE cell signal; activation, % at 10 µM; hit rate 0.22% among 360,000; AID 624168;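 active = activation of at least 8% versus controls, or a plate z-score of at least 8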;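 also: Pro5 are CHO cells carrying HIG-tagged alpha-DG that lacks glycosylation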
TRPM1 prom inh – MITF TRPM1 promoter inhibition in SK-MEL-5 cells; SK-MEL-5 TRPM1 promoter luciferase, 24 h; inhibition, % at 12.5 µM; hit rate 0.83% among 330,000; AID 488899;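 active = mean inhibition across replicates of 60% or more, whatever share of single replicates reaches that level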; also: values of inactives mirror those of a sister screen read the other way
NR2E3 ag-1 – activates human NR2E3 receptor | Q9Y5X4 | CHO-S Gal4-NCOR/VP16-NR2E3 two-hybrid, luciferase | inhibition of corepressor binding, % at 3.98 µM | hit rate 0.35% among 360,000 | AID 602229;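 active = inhibition above the mean of all tested compounds plus 3 SD, cut at about 70% in these data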;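 also: 0% = DMSO with NR2E3 transfected cells and 100% = cells lacking NR2E3 construct; higher means lower luciferase signal from less NR2E3 corepressor binding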
Target sequence (Q9Y5X4 whole entry, looked up, the tested form may be a part): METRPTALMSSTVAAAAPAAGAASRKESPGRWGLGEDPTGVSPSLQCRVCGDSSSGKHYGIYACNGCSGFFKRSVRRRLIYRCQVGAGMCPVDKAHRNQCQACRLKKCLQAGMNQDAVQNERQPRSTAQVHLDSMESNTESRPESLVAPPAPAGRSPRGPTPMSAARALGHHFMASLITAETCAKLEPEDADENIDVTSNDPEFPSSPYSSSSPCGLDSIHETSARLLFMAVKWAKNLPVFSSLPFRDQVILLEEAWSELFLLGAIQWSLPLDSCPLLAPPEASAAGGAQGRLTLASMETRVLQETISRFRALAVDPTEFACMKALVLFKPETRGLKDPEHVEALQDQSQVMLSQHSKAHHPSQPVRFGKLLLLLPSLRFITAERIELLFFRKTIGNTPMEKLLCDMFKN
HIF-2a inh – HIF-2a inhibition. 786-0 RCC cells HIF-2a reporter, luciferase luminescence, overnight. inhibition, % at 18.8 µM. hit rate 0.72% among 360,000. AID 624352;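 active = inhibition of the luminescence signal of 40% or more relative to plate controls, in a single-dose primary screen at 18.75 µM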
Peg3 promoter – reduces Peg3 promoter-driven luciferase expression in HeLa; HeLa PEG-Prom luciferase reporter, luminescence, overnight; inhibition, % at 20 µM; hit rate 1.7% among 360,000;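 active = inhibition of at least 50% at 20 µM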
Shn3 inh set2 – reduces Shn3 3'UTR luciferase signal in osteoblasts; inhibition, % at 12.5 µM; hit rate 0.52% among 360,000; Clone20 osteoblast Shn3 3'UTR firefly luciferase, 24 h;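 active = mean inhibition of at least 75% with every replicate also reaching 75%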;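 also: 0% = median of neutral control wells and 100% = pilot-screen positive control compound; some compounds past the cut are filed as inactive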
KKLEB tox – CF airway cell cytotoxicity counter-screen | hit rate 0.36% among 360,000 | AID 602141 | KKLEB CF airway cells viability, ATPlite luminescence, overnight; stronger effect = lower value; cells stimulated with P. aeruginosa culture filtrate | activity change (cytotoxicity), % at 5 µM;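 active = corrected activity change at or below -50% at 5 µM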
hiPSC survival – hiPSC single-cell survival enhancement; ATPlite luminescence; 100% = ROCK inhibitor wells, 0% = DMSO; survival enhancement, % at 20 µM; hit rate 0.044% among 360,000; AID 602274; in the data active = survival enhancement above about 18%;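 also: cells exposed to compounds for 16 hours before the ATP read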
NR2E3 ag-2 – agonists of human nuclear receptor NR2E3 | hit rate 0.12% among 320,000 | GST-NR2E3/biotin-RetCOR TR-FRET, 1536-well | AID 2300 | inhibition of corepressor binding, % at 4.78 µM | Q9Y5X4;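 active = percent inhibition above the cutoff of mean plus 3 SD of all tested compounds, set per screening campaign, cut at about 20% in these data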;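 also: 0% = DMSO wells and 100% = biotin wells as full block of FRET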
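Material: NR2E3–RetCOR corepressor complex / Incubation: Compound–protein incubation for 5 h at 4 °C / Dosing: compound at 4.8 µM, single dose / Detection: time-resolved FRET / Benchmarks: high control biotin, low control 0.6% DMSO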
CF NFkB block – cystic fibrosis NF-kB activation inhibition; KKLEB NF-kB-GFP reporter, PAF-induced, GFP fluorescence overnight; inhibition, % at 5 µM; hit rate 0.86% among 360,000; AID 588850;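 active = at least 50% inhibition at 5 µM, scaled per plate between neutral and stimulator controls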;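 also: PAF is a Pseudomonas aeruginosa culture filtrate used as stimulus; plate controls were PAF-stimulated DMSO wells for no effect and unstimulated DMSO wells for full effect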
TWEAK Fn14 block – inhibitors of TWEAK-Fn14 interaction signaling. TWEAK-stimulated Fn14 reporter cells, luciferase luminescence, 8 h. inhibition, % at 10 µM. hit rate 2% among 360,000. AID 1159606; in the data active = inhibition above about 50%
* hit, by the source's call; · = no result given.

SMILES | aDG glyco act | TRPM1 prom inh | NR2E3 ag-1 | HIF-2a inh | Peg3 promoter | Shn3 inh set2 | KKLEB tox | hiPSC survival | NR2E3 ag-2 | CF NFkB block | TWEAK Fn14 block
CC(C)C[C@H]1CN([C@@H](CC(C)C)CN2CCCC2CN2C(=S)NC[C@@H]2Cc2ccc(O)cc2)C(=S)N1CCc1ccccc1 (stereo partly drawn) | 0.2 | -7 | -26 | -3 | 2 | 10 | 2 | -2.1 | · | 15 | 18
CCc1nnc(NC(=O)c2sc3nc(C)cc(COC)c3c2N)s1 | -0.4 | -3 | -7 | -22 | -14 | -50 | -10 | -0.4 | 2 | 6 | -5
O=C(O)CCC(=O)Nc1ccc(Sc2ccc([N+](=O)[O-])cc2)cc1 | -0.1 | -2 | -17 | 15 | 10 | 13 | 9 | 2.7 | 1 | -18 | 12
COc1ccc(CC(=O)Nc2ccc(S(=O)(=O)N(C)C)cc2)cc1OC | -0.6 | 4 | 16 | 5 | 6 | -18 | -2 | 1.1 | -4 | 11 | 1
CC(=O)N1c2ccc(S(=O)(=O)N3CCCC(C(=O)Nc4ccc(C)cc4)C3)cc2CC1C (stereo not drawn) | 0.1 | · | -33 | 2 | 7 | 30 | -5 | 0.6 | · | 0 | 11
COc1ccc(-c2cc(-c3ccccc3)c(C#N)c(SCC(=O)Nc3ncc(C)s3)n2)cc1 | 0.7 | 4 | -2 | 16 | 8 | 10 | -2 | 0.1 | 3 | 12 | -11
O=C(Nc1ccc(C(=O)N2CCCC2)cc1)c1ccccc1[N+](=O)[O-] | 0.0 | -1 | 22 | -2 | -8 | -6 | -2 | 0.8 | 2 | -7 | 12
Cc1cc(N/N=C/c2ccc(O)cc2O)nc(-n2nc(C)cc2C)n1 | 2.5 | 58 | 28 | -35 | 11 | 84 | 0 | 0.6 | 0 | -14 | 8
COc1ccccc1N(C(C)=O)C1=C(Cl)C(=O)c2ccccc2C1=O | -0.3 | · | 43 | 88* | 100* | 77 | -44 | -2.9 | · | 51* | 24
O=C1NC(=S)/C(=C\c2ccc(-c3ccccc3Cl)o2)S1 | 0.0 | 2 | -24 | -39 | -59 | 4 | 0 | -1.2 | 1 | 22 | 3
Cc1ccc(Oc2ncccc2N)c2c1CCC2 | 0.1 | -1 | -22 | 8 | -7 | -11 | -14 | 0.2 | -2 | 14 | -12
COc1ccc(C(=O)N2CCC(n3nnc4cc(F)ccc43)CC2)cc1OC | -0.2 | 1 | -4 | 6 | 3 | -9 | 9 | 0.2 | 5 | -9 | 2
CCc1ccccc1NC(=O)c1cccc(Oc2ccc([N+](=O)[O-])cc2Cl)c1 | 0.3 | -7 | 8 | 9 | 21 | 22 | -16 | -3.0 | 2 | 6 | -17
CNC(=O)/C(C#N)=C/c1c(N(Cc2ccccc2)Cc2ccccc2)nc2c(C)cccn2c1=O | 0.1 | 11 | -13 | 32 | 33 | 16 | -2 | 1.7 | -2 | 16 | 27
COCCNC(=O)C(c1ccc(O)cc1)N(Cc1ccco1)C(=O)CCC(=O)Nc1ccccn1 (stereo not drawn) | -0.1 | -10 | -14 | 10 | 8 | 13 | 11 | -0.4 | 4 | -14 | 27
CCOC(=O)C1(Cc2ccccc2C)CCCN(C(=O)CN2C(=O)CSC2=O)C1 (stereo not drawn) | 0.5 | -37 | -32 | -70 | -45 | -46 | 14 | -0.5 | -1 | -45 | -10
COc1cc(/C=N/O)cc(Br)c1OS(=O)(=O)c1ccc(C)cc1 | 0.3 | -7 | 3 | 15 | 35 | -2 | -19 | -2.0 | 1 | 50 | 43
COC(=O)C1=C(C(=O)OC)[C@@H]2N(Cc3ccccc3)c3ccccc3[C@@]23C[C@@H](C(=O)OC)N(C(=O)c2cccs2)C3=N1 | 0.0 | 2 | -30 | 0 | 81* | 5 | -16 | -1.8 | -2 | 38 | 61*
CC(=O)Nc1ccc(Oc2ccc(-c3noc(C)n3)cc2)cc1 | 0.2 | -18 | -25 | -124 | -84 | -13 | 5 | 2.4 | 2 | -3 | -11
CN(CC(=O)Nc1n[nH]c(=S)s1)S(=O)(=O)c1cccc2cccnc12 | -0.1 | -2 | -13 | 19 | 10 | -2 | -4 | 0.1 | 1 | 9 | 18
Cc1ccc(CNC(=O)CSc2nc3n[nH]c(C)c3c(=N)n2-c2cccc(C)c2)cc1 | 0.1 | 15 | 24 | -4 | -3 | 4 | -6 | -3.6 | 6 | 9 | 12
Cc1ccc2[nH]c(C(=O)N3CCCCC3)cc2c1 | -0.1 | -43 | -53 | -231 | -154 | -15 | -6 | -0.6 | 1 | -4 | -19
CC(=O)c1ccc(NC(=O)CCc2nnc3ccc(N4CCC5(CC4)OCCO5)nn23)cc1 | -0.1 | -87 | -43 | -164 | -219 | -110 | -2 | -0.2 | 2 | -6 | -15
CC(=O)C1(C)N(O)C(C)(C)C(c2ccco2)=[N+]1[O-] (stereo not drawn) | -0.1 | -3 | -8 | 18 | 0 | -6 | 1 | -0.8 | -3 | -6 | 3
COc1ccc(CNC(=O)Nc2cccc(C(F)(F)F)c2)cc1OC | -0.2 | 4 | 6 | 16 | 11 | 19 | 8 | -1.8 | 2 | -19 | 8
O=C(Cn1nnc(-c2ccc(Cl)cc2)n1)NC(=O)NC1CCCC1 | 0.0 | · | -6 | 4 | -1 | -8 | -3 | 0.7 | · | 5 | 15
CC(=O)Nc1c(C(=O)NCc2ccccc2)nnn1Cc1ccccc1 | -0.8 | -5 | 18 | 17 | -2 | -10 | 9 | 7.0 | 2 | 9 | 3
Cc1c(NC(=O)COC(=O)CSc2ccc(C(N)=O)cc2[N+](=O)[O-])c(=O)n(-c2ccccc2)n1C | 0.0 | 1 | -19 | 6 | 14 | -8 | 11 | -0.4 | 0 | -8 | 24
Cc1c(C(=O)OC2CCC(C)CC2)[nH]c2c1C(=O)CCC2 (stereo not drawn) | 0.0 | · | -134 | -195 | -242 | -92 | -4 | -0.6 | -2 | -10 | 30
CCCCCOC(=O)C1=C(C)NC(=O)NC1c1ccc(OC)cc1 (stereo not drawn) | 0.0 | -2 | -22 | 30 | 25 | -18 | -6 | 0.8 | 0 | 17 | 70*
C[C@H](O)[C@@H]1C(=O)N2CCc3c([nH]c4ccccc34)[C@@H]2C[C@@H]1N(C)C(=O)Nc1ccc(F)cc1 | -0.2 | · | -5 | -31 | -16 | -8 | -13 | -0.4 | · | 0 | -6
Cc1cccc(C)c1NC(=O)CN1CCN(C/C=C/c2ccccc2)CC1 | -0.2 | · | 0 | 14 | 3 | 5 | 3 | -1.8 | · | -7 | 0
COc1cc2nc(CN3CCN(S(=O)(=O)c4cc(C)ccc4C)CC3)[nH]c(=O)c2cc1OC | 0.0 | 7 | 22 | 20 | 31 | 9 | -11 | 2.4 | · | -2 | -12
O=C(Nc1ccccc1N1CCCCC1)C1CC(=O)N(c2ccccc2F)C1 (stereo not drawn) | 0.5 | 16 | 4 | 20 | 14 | -3 | -11 | 0.6 | 4 | 15 | 11
CNC(=S)Nc1ccc([N+](=O)[O-])c(C)c1 | 0.0 | -5 | -11 | -35 | -33 | 4 | -13 | 0.5 | 1 | 17 | 68*
Cc1cc(=O)oc2cc(OCC(=O)NCc3ccccn3)ccc12 | 0.1 | -3 | 3 | -7 | 1 | -6 | 3 | 1.0 | 5 | 1 | -7
COc1ccc(NC(=O)CN2CCN(S(=O)(=O)c3cccs3)CC2)cc1Cl | 0.3 | -9 | 19 | -6 | 2 | 5 | 2 | 9.7 | 2 | 0 | -10
Cc1ccc(-c2ccnc3nc(Sc4ncc(C(F)(F)F)cc4Cl)nn23)cc1 | 0.8 | -2 | 26 | 0 | 28 | 17 | -2 | -1.9 | 0 | -2 | 20
COc1ccc(CCN(C)C(=O)CN2C(=O)NC3(CCCCCC3)C2=O)cc1OC | 0.6 | -2 | 7 | -5 | 9 | 16 | -16 | -0.4 | 2 | 31 | 0
Nc1nnc(CC(=O)N/N=C/c2ccc(-c3ccccc3)o2)s1 | 0.0 | 2 | -42 | -41 | -15 | 2 | 11 | 0.1 | -4 | -16 | -28

Four consecutive compounds out of the list so far, quoted:
SMILES | aDG glyco act | TRPM1 prom inh | NR2E3 ag-1 | HIF-2a inh | Peg3 promoter | Shn3 inh set2 | KKLEB tox | hiPSC survival | NR2E3 ag-2 | CF NFkB block | TWEAK Fn14 block
CC(=O)Nc1c(C(=O)NCc2ccccc2)nnn1Cc1ccccc1 | -0.8 | -5 | 18 | 17 | -2 | -10 | 9 | 7.0 | 2 | 9 | 3
Cc1c(NC(=O)COC(=O)CSc2ccc(C(N)=O)cc2[N+](=O)[O-])c(=O)n(-c2ccccc2)n1C | 0.0 | 1 | -19 | 6 | 14 | -8 | 11 | -0.4 | 0 | -8 | 24
Cc1c(C(=O)OC2CCC(C)CC2)[nH]c2c1C(=O)CCC2 (stereo not drawn) | 0.0 | · | -134 | -195 | -242 | -92 | -4 | -0.6 | -2 | -10 | 30
CCCCCOC(=O)C1=C(C)NC(=O)NC1c1ccc(OC)cc1 (stereo not drawn) | 0.0 | -2 | -22 | 30 | 25 | -18 | -6 | 0.8 | 0 | 17 | 70*

(more compounds)
SMILES | aDG glyco act | TRPM1 prom inh | NR2E3 ag-1 | HIF-2a inh | Peg3 promoter | Shn3 inh set2 | KKLEB tox | hiPSC survival | NR2E3 ag-2 | CF NFkB block | TWEAK Fn14 block
O=C(COC(=O)c1nn(-c2ccccc2C(F)(F)F)cc1O)c1ccc(OC(F)F)cc1 | -0.2 | 0 | -6 | 15 | 8 | -4 | -13 | 0.1 | -3 | 13 | -3
O=C(Nc1ccc(Cl)cc1)N1CCN(Cc2ccc3c(c2)OCO3)CC1 | 0.2 | -1 | -1 | 7 | 7 | 1 | 2 | -0.8 | -2 | -9 | 1
CC1(C)OC(=O)C(=CNc2ccccc2F)C(=O)O1 | -0.2 | 8 | 3 | 0 | 10 | 10 | -7 | -0.3 | -2 | 0 | 4
CCCNC(=O)NC(=O)COC(=O)CC(NC(N)=O)c1ccc(Cl)cc1 (stereo not drawn) | -0.1 | 8 | 1 | 9 | 6 | 8 | -33 | 0.1 | 1 | 9 | 20
CC1(C)Cc2c(sc(NC(=O)c3ccc(C(=O)c4ccccc4)cc3)c2C#N)C(C)(C)N1 | 0.0 | 8 | 0 | -1 | 16 | 15 | -10 | 0.9 | 1 | -5 | -8
CC(NS(=O)(=O)c1ccc2c(c1)CC(C)N2C(=O)C1CC1)c1ccccc1 (stereo not drawn) | 0.2 | 3 | 6 | 12 | 13 | 14 | 3 | -0.4 | 4 | 26 | 4
COc1ccc(-c2cn3c(C)c(C(=O)N4CCN(c5ccc(F)cc5)CC4)sc3n2)cc1 | 0.3 | 8 | -11 | -2 | -6 | 8 | 0 | 2.2 | 3 | 16 | -12
CC(=O)N(Cc1ccc(F)cc1)C1=C(NCCc2ccccc2)C(=O)c2ccccc2C1=O | 2.5 | 104* | 17 | 91* | 103* | 38 | -55* | -6.6 | 3 | 86* | 82*
O=C(CN1CCN(S(=O)(=O)c2ccccc2)CC1)Nc1ccc2c(c1)CCC2 | 0.8 | -13 | -13 | 25 | 8 | 0 | 4 | -0.6 | 0 | -13 | -7
O=C(CN1CCOCC1)Nc1scc(-c2ccccc2)c1C(=O)N1CCOCC1 | 0.3 | 11 | -12 | 14 | 0 | 2 | -4 | -0.1 | 1 | 8 | -13
